NCOA3 inh: SRC3 coactivator transcriptional activity inhibitors, primary screen, cell-based, luminescence. HEK293 GAL4-SRC3 luciferase reporter. inhibition, % at 3.6 µM. 0.17% of 360,000 active. AID 588352, 2011;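 active means inhibition above a per-campaign cutoff, the mean of all compounds plus 3 SD, cut at about 60% in these data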;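 further: 0% = DMSO-treated cells and 100% = gossypol-treated cells at 36 µM; higher means less SRC3-driven luciferase light from the GAL4 reporter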
NCOA1 inh: SRC1 coactivator transcriptional activity inhibitors, primary screen, cell-based, luminescence. Nuclear receptor coactivator 1 (Homo sapiens), Q15788. HEK293 GAL4-SRC1 luciferase reporter. inhibition, % at 3.6 µM. 0.12% of 360,000 active. AID 588354, 2011;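 active means inhibition above the campaign mean plus 3 SD, with each screening campaign given its own cutoff, cut at about 60% in these data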;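 further: 0% = DMSO treated cells and 100% = gossypol at 36 µM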
LMP1 NFkB inh: EBV LMP1-driven NF-kappaB luciferase reporter inhibitors, primary screen, cell-based, luminescence, single point; LMP1-induced NF-kappaB luciferase reporter cells; inhibition, % at 12.5 µM; 0.69% of 350,000 active; AID 504558, 2011; in the data active means inhibition above about 41%;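 further: 0% = neutral control wells and 100% = reference inhibitor control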
KKLEB cytotox: cytotoxicity in KKLEB CF airway cells, primary screen, cytotoxicity control for CF NF-kB inhibitor project, cell-based, uHTS, fluorescence assay plates. 0.36% of 360,000 active. activity change (cytotoxicity), % at 5 µM. KKLEB CF airway cells viability, ATPlite luminescence, overnight; active compounds read low; cells stimulated with P. aeruginosa culture filtrate;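 active means corrected activity change at or below -50% at 5 µM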
NR2F2 inh: NR2F2 transcriptional activity inhibitors, primary screen, cell-based, luciferase reporter, HEK293T, luminescence; COUP transcription factor 2 (Homo sapiens), P24468; HEK293T NGFI-A luciferase reporter; inhibition, % at 8.6 µM; 0.7% of 370,000 active;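 active means inhibition above a per-plate cutoff, mean inhibition of test wells between control levels plus 3 SD, cut at about 38% in these data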;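 further: cells cotransfected with COUP-TFII expression vector driving the NGFI-A reporter; 0% = median of COUP-TF2 test wells and 100% = reporter-only cells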
Target sequence (P24468 whole entry, looked up): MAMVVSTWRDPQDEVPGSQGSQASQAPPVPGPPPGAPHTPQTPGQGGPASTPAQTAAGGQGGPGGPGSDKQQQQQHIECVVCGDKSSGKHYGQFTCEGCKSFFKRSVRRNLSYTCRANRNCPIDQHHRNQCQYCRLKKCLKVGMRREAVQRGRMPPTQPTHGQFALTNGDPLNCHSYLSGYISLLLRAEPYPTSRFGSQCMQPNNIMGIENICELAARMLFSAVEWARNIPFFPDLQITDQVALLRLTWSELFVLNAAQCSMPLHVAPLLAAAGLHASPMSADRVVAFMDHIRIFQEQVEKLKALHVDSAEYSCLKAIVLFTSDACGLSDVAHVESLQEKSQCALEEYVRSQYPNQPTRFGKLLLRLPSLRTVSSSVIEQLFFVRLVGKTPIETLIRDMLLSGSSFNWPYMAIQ
CF NFkB block: inhibitors of PAF-induced NF-kB signaling, primary screen, cell-based, GFP fluorescence, uHTS; KKLEB NF-kB-GFP reporter, GFP fluorescence overnight; inhibition, % at 5 µM; 0.86% of 360,000 active; AID 588850, 2011;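 active means at least 50% inhibition at 5 µM, scaled per plate between neutral and stimulator controls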;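 further: PAF is a Pseudomonas aeruginosa culture filtrate used as stimulus; plate controls were PAF-stimulated DMSO wells for no effect and unstimulated DMSO wells for full effect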
TWEAK-Fn14 inh: inhibitors of TWEAK-Fn14 signaling, primary screen, luciferase reporter cells, uHTS; TWEAK-stimulated Fn14 reporter cells, luciferase luminescence, 8 h; inhibition, % at 10 µM; 2% of 360,000 active; AID 1159606, 2016; in the data active means inhibition above about 50%
NR5A2 inv ag: LRH-1 (NR5A2) inverse agonists, primary screen, cell-based, luminescence, HEK293T, StAR-luciferase reporter; inhibition, % at 3.6 µM; AID 602396, 2012; 0.13% of 360,000 active; LRH-1 transfected, 24 h; Nuclear receptor subfamily 5 group A member 2 (Homo sapiens), O00482;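 active means inhibition above the mean inhibition of all tested compounds plus 3 SD, cut at about 73% in these data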;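 further: 0% = DMSO wells and 100% = reporter-only cells lacking LRH-1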
Target sequence (O00482 whole entry, looked up): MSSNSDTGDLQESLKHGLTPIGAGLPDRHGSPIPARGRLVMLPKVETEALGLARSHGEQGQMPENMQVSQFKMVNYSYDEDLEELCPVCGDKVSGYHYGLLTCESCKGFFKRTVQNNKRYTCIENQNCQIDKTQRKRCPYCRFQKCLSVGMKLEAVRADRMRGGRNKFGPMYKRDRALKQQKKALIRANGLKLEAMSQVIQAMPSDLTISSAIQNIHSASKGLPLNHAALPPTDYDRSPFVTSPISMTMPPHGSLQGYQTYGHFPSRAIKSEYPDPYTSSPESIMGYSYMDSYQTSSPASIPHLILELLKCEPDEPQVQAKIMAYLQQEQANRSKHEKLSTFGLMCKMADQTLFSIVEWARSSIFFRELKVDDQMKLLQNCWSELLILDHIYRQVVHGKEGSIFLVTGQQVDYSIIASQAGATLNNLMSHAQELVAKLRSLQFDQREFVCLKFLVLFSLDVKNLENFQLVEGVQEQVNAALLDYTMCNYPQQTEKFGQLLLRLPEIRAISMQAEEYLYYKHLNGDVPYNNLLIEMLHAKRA
NCOA2 inhibitor: inhibition of GAL4-SRC2 driven luciferase reporter, primary screen, SRC2 inhibitor project, cell-based, luminescence; Nuclear receptor coactivator 2 (Homo sapiens), Q15596; HEK293 GAL4-SRC2 luciferase reporter; inhibition, % at 9 µM; 0.17% of 370,000 active;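 active means inhibition above the mean inhibition of all tested compounds plus 3 SD, set per campaign, cut at about 52% in these data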;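 further: 0% = DMSO treated cells and 100% = cells given Gossypol at 36 µM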
TRAIL sens C8: viability loss with TRAIL in NB7+C8 cells, primary screen, TRAIL sensitizer project, cell-based, ATPlite luminescence; 1% of 360,000 active; inhibition (viability loss, TRAIL sensitization), % at 10 µM; AID 624354, 2012;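 active means compounds causing at least 50% loss of cell viability in the single-dose screen, relative to plate controls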
TROY NFkB inh: inhibitors of TROY-driven NF-kB signaling, primary screen, Q293 LMP1-TROYcd cells, NF-kB luciferase, uHTS. Q293 LMP1-TROYcd NF-kB luciferase reporter, 4 h. inhibition, % at 10 µM. 0.98% of 360,000 active;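 active means compounds whose plate-normalised and pattern-corrected inhibition of the luciferase reporter signal at the single screening dose is 50% or more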
Active calls of the source: *; . = not tested or not shown.

SMILES	NCOA3 inh	NCOA1 inh	LMP1 NFkB inh	KKLEB cytotox	NR2F2 inh	CF NFkB block	TWEAK-Fn14 inh	NR5A2 inv ag	NCOA2 inhibitor	TRAIL sens C8	TROY NFkB inh
O=C(CNC(=S)N(CCCN1CCOCC1)Cc1cccs1)NCCCN1CCOCC1	7	10	4	3	-4	2	18	-1	-17	9	-15
CC1CCc2c(sc3ncnc(SCC(=O)N(C)C4CCS(=O)(=O)C4)c23)C1 (stereo not drawn)	4	-1	-3	13	-6	-13	-10	-18	0	3	-25
COc1cc(/C=N/N2C(=O)CSC2=S)ccc1O	-15	-3	5	-1	9	11	-11	9	-19	5	-5
CCN(CC)S(=O)(=O)c1cc(OC)ccc1N=Nc1ccc(O)c2ncccc12	0	-4	-1	-20	-6	19	30	5	-14	13	10
COCC1CCN(c2nc3nonc3nc2N2CCSCC2)C1 (stereo not drawn)	11	-10	3	-6	3	8	2	-3	-4	-3	10
CCCc1[nH]nc2c1C(CCc1ccccc1)C(C#N)=C(N)O2 (stereo not drawn)	4	3	1	-3	6	-2	-16	6	3	-15	-14
CN(CC(=O)Nc1ccc(N2CCOCC2)cc1)CC(=O)Nc1ccc(Cl)cc1[N+](=O)[O-]	-6	-22	-3	-21	2	16	2	4	-23	-13	9
Cn1c(=O)n(C)c2cc([N+](=O)[O-])c(N3CCN(C(=O)c4ccccc4Br)CC3)cc21	13	14	2	-14	28	1	23	15	3	25	25
CS(=O)(=O)NCc1nnc(SCc2ccccc2C(F)(F)F)o1	19	4	-3	-13	4	16	18	1	-18	-18	-1
O=C(Nc1cc(Cl)ccc1N1CCOCC1)c1ccc(Br)o1	12	8	1	13	13	-15	-25	9	4	-9	-2
CC1=NN(c2ccccc2)C(=O)/C1=C\C=C1\N(C)c2ccccc2C1(C)C	16	-1	4	-4	-10	4	-28	13	3	14	5
Cc1cccc(C(=O)N(NC(=O)Oc2ccccc2)C(C)(C)C)c1	20	4	4	7	-13	-6	3	-5	4	-6	-4
COc1ccc(CC(=O)NC(=S)NNC(=O)COc2c(C)cccc2C)cc1	6	-1	3	8	-5	-2	-3	-16	14	1	-17
CCOC(=O)C1CCCN(c2c(NCCC(C)C)c(=O)c2=O)C1 (stereo not drawn)	4	-20	4	2	9	4	-1	14	12	3	-10
O=C(NCc1ccccc1)c1ccc(F)c(S(=O)(=O)N2CCOCC2)c1	10	-14	-11	6	-2	-5	0	-8	-16	1	-10
Cc1c(CC(=O)O)c(=O)oc2c(C)c3occ(-c4ccc(Br)cc4)c3cc12	-2	12	6	8	2	-17	7	15	-15	1	14
CC(C)N(Cc1nc(-c2ccccc2)no1)C(=O)CCCN1C(=O)c2ccccc2C1=O	-1	-4	-9	10	2	-4	8	-12	5	26	-27
O=C(CCN1CCCCC1)Nc1ccccc1	-6	13	4	2	6	5	7	-11	9	-5	-14
C/C(CC(=O)Nc1c(C)cc(C)cc1C)=N\NC(=O)OC(C)(C)C	-33	-41	-5	-4	-15	10	-11	-79	-36	4	-30
CCOC(=O)c1sc(=NC(=O)c2ccccc2)n(C)c1C	-119	-116	-31	3	-62	-5	17	-101	-48	14	-5
Cc1ccc(Oc2nc3ccccc3n3cccc23)cc1	24	13	6	-5	22	9	16	4	14	-1	-11
O=C(Cn1nnc(N2CCCCC2)n1)c1ccc(Cl)c(Cl)c1	-16	-5	0	4	17	-5	21	-9	-37	-5	-5
CC(C)(C)C(=O)Nc1ccccc1C(=O)N1CCCC1	-28	1	-9	2	3	-12	-2	10	9	-12	6
CCOC(=O)N1CCN(C(=O)c2ccc(N(Cc3ccc(C)cc3)S(C)(=O)=O)cc2)CC1	9	1	3	7	5	0	-2	8	2	2	12
Cc1cccc2c(N=NC(=O)C(C)n3cnc4ccccc4c3=O)c(O)[nH]c12 (stereo not drawn)	14	1	-1	-2	-6	0	-14	9	10	-3	16
O=C(NCCOC(=O)c1ccc(Cl)cc1)c1cccnc1	-1	-11	2	1	4	-2	7	12	-12	-1	7
CC(=O)c1cccc(NC(=O)CCN2C(=O)C3C4CCC(C4)C3C2=O)c1 (stereo not drawn)	5	-39	6	-3	-3	0	-6	-2	-19	-5	-16
O=C1N/C(=C/c2cccn2-c2ccccc2)C(=O)N1c1cccc(Cl)c1	-3	2	-17	-13	9	6	62*	-5	-16	-6	0
O=c1cc(CSc2ccccc2)nc(-c2ccccc2)[nH]1	5	-34	2	7	6	1	3	5	3	2	-6
CC(C)(C)c1ccc(NC(=O)COC(=O)c2ccc(NS(=O)(=O)c3ccc(F)c(F)c3)cc2)cc1	9	-11	1	-10	17	4	35	-19	-13	21	20

Entries of single compounds as entered above. Order of values: NCOA3 inh | NCOA1 inh | LMP1 NFkB inh | KKLEB cytotox | NR2F2 inh | CF NFkB block | TWEAK-Fn14 inh | NR5A2 inv ag | NCOA2 inhibitor | TRAIL sens C8 | TROY NFkB inh
O=C(Cn1nnc(N2CCCCC2)n1)c1ccc(Cl)c(Cl)c1 in the list: -16 | -5 | 0 | 4 | 17 | -5 | 21 | -9 | -37 | -5 | -5
CC(C)(C)c1ccc(NC(=O)COC(=O)c2ccc(NS(=O)(=O)c3ccc(F)c(F)c3)cc2)cc1 in the list: 9 | -11 | 1 | -10 | 17 | 4 | 35 | -19 | -13 | 21 | 20

The listing picks up, repeating the 7 entries before the break.
SMILES	NCOA3 inh	NCOA1 inh	LMP1 NFkB inh	KKLEB cytotox	NR2F2 inh	CF NFkB block	TWEAK-Fn14 inh	NR5A2 inv ag	NCOA2 inhibitor	TRAIL sens C8	TROY NFkB inh
CCOC(=O)N1CCN(C(=O)c2ccc(N(Cc3ccc(C)cc3)S(C)(=O)=O)cc2)CC1	9	1	3	7	5	0	-2	8	2	2	12
Cc1cccc2c(N=NC(=O)C(C)n3cnc4ccccc4c3=O)c(O)[nH]c12 (stereo not drawn)	14	1	-1	-2	-6	0	-14	9	10	-3	16
O=C(NCCOC(=O)c1ccc(Cl)cc1)c1cccnc1	-1	-11	2	1	4	-2	7	12	-12	-1	7
CC(=O)c1cccc(NC(=O)CCN2C(=O)C3C4CCC(C4)C3C2=O)c1 (stereo not drawn)	5	-39	6	-3	-3	0	-6	-2	-19	-5	-16
O=C1N/C(=C/c2cccn2-c2ccccc2)C(=O)N1c1cccc(Cl)c1	-3	2	-17	-13	9	6	62*	-5	-16	-6	0
O=c1cc(CSc2ccccc2)nc(-c2ccccc2)[nH]1	5	-34	2	7	6	1	3	5	3	2	-6
CC(C)(C)c1ccc(NC(=O)COC(=O)c2ccc(NS(=O)(=O)c3ccc(F)c(F)c3)cc2)cc1	9	-11	1	-10	17	4	35	-19	-13	21	20
COc1ccc(NC(=O)CN(C)C(=O)c2csc3c2CCCC3)cc1	-22	-7	-5	-15	-2	19	-4	-2	-1	4	14
COc1ccc(C(=O)NC[C@H]2O[C@@H](n3cnc4c(N)ncnc43)[C@H](O)[C@@H]2O)cc1OC	15	-5	.	-3	-12	1	-6	8	1	-15	10
Cc1nnc(SCC(=O)N2c3ccccc3CC2C)s1 (stereo not drawn)	9	7	0	2	-17	0	21	-3	-16	-4	-18
COc1ccc(OC)c(CCNC(=O)CS(=O)(=O)Cc2nc(-c3ccc(C)cc3)oc2C)c1	15	-3	3	11	17	-11	-1	14	-2	-9	19
CCOc1ccccc1CNS(=O)(=O)c1csc(C(N)=O)c1	1	2	1	-19	10	18	10	-10	-9	8	-27
O=C(N=C1SC2CS(=O)(=O)CC2N1c1ccc(F)cc1)C1CCCCC1 (stereo not drawn)	11	-8	0	3	-13	7	-9	-1	19	3	2
C[C@H]1CN(S(=O)(=O)c2ccc3c(c2)OCCO3)CCN1S(=O)(=O)c1c(F)cccc1F	1	-7	-3	2	-49	-6	-1	-11	1	-13	-9
COc1ccc(C2c3sc(=O)[nH]c3SC3C4CCC(C4)C23)cc1OC (stereo not drawn)	-2	-4	29	-30	20	34	-6	7	-7	-18	0
COc1ccc(CNC(=O)[C@@H](C)NC(=O)C2CCN(C(=O)[C@@H](N)CCSC)CC2)cc1	1	-25	3	-7	-6	15	0	-3	8	-17	1
CN1CCN(CCCc2c3c(cc4c2CCC4)CCC3)CC1	8	14	-16	3	17	-5	1	4	5	-1	9
CC(=O)Nc1ccc(CN(C)c2c(C)nc3ccc(C(=O)NCCCN4CCCC4=O)cn23)cc1	-3	16	.	8	-10	-13	-3	2	-29	-7	1
Cc1cc(Cl)ccc1NC(=S)NC(C)(C)C	-3	-10	-2	11	3	5	4	-11	19	-18	13
O=C(NCc1ccco1)C(=O)c1cn(CC(=O)N2CCCCC2)c2ccccc12	19	5	-5	-1	7	-4	11	5	-17	5	10
O=C(COc1ccccc1)Nc1sc2c(c1C(=O)NCc1cccnc1)CCCC2	-39	-20	-8	8	-19	0	-7	-6	-42	-5	28
CCOC(=O)NC(=O)COC(=O)CCCSc1nc2ccccc2s1	4	-5	-5	7	25	-1	54*	16	15	2	27
Nc1nc(CN2CCN(c3cccc(Cl)c3)CC2)nc(N2CCCc3ccccc32)n1	6	-9	6	3	-11	6	-16	4	-57	-12	-6
COc1cc2c(cc1OC)CN(C(=O)CSc1ccc(F)cc1)CC2	7	-6	-2	-3	8	17	-5	14	-7	6	5
Cc1ccc(N(C)S(=O)(=O)c2cccc(C(=O)Oc3ccc4c(C)cc(=O)oc4c3)c2)cc1	-9	-6	11	4	-10	0	20	-12	-5	12	32
O=S(=O)(c1ccc(N=C2NN=C(c3cc(F)ccc3F)CS2)cc1)N1CCOCC1	23	-15	9	-22	41*	-29	81*	5	-9	27	37
